Source: PubChem (several laboratories)
Keap1 Nrf2 FP: inhibitors of human Keap1-Nrf2 protein-protein interaction. Q14145. Keap1 Kelch-Nrf2 peptide fluorescence polarization, 1536-well. inhibition, % at 9.4 µM. actives 0.15% (n = 340,000). AID 504523; in the data active = inhibition above about 12%;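 note: human Keap1 Kelch domain with fluorescein labeled Nrf2 9mer peptide probe; 0% = neutral control wells and 100% = peptide positive control; higher means more block of Keap1 binding to Nrf2 peptide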
Target sequence (Q14145 whole entry, looked up, the tested form may be a part): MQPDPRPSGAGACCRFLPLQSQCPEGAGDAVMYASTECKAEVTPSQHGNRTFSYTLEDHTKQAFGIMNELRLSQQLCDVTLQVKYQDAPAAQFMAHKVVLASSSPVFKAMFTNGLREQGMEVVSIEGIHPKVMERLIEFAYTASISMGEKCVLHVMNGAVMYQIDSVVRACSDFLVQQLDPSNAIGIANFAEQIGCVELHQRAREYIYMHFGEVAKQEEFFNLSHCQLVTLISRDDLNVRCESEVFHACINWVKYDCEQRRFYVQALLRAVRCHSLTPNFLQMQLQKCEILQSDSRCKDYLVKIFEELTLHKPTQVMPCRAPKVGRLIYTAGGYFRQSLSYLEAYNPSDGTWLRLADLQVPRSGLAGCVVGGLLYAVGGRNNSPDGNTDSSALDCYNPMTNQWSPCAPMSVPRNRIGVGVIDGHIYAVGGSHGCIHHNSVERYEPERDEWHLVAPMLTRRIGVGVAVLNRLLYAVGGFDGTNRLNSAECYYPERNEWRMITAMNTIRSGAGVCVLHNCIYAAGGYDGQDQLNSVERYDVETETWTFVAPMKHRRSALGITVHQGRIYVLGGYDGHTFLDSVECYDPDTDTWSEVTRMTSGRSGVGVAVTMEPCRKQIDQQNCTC
cardiac RTF act: increases calcium sensitivity of human cardiac regulated thin filaments; activation, % at 7.2 µM; AID 493008; actives 0.24% (n = 340,000); IANBD-labeled TnC RTF fluorescence at EC20 calcium; 0% EC20 calcium, 100% full calcium;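 active = activation above the mean over all tested compounds plus 3 SD, cut at about 30% in these data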;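 note: rise in fluorescence read as greater calcium sensitivity of cardiac thin filaments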
MOR-DOR ag: agonists of human mu-delta opioid receptor heterodimerization; actives 0.3% (n = 340,000); activation, % at 9.3 µM; P35372+P41143; cells, OPRM1-OPRD1 heterodimerization, luminescence; in the data active = activation above about 18%;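 note: 0% = vehicle-treated cells and 100% = reference agonist; values of inactives mirror those of a sister screen read the other way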
MOR-DOR inv ag: inverse agonist of human OPRM1-OPRD1 heterodimerization; cell-based MOR-DOR heterodimer luminescence, inverse agonism; AID 504357; inhibition, % at 9.3 µM; P35372+P41143; actives 0.21% (n = 340,000); in the data active = inhibition above about 22%, passing the limit was not always enough;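 note: 0% = cells with DMSO and 100% = wells without cells with DMSO; values of inactives mirror those of a sister screen read the other way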
CAL-PDZ inh HTS: CAL PDZ (human) peptide binding inhibition | purified CAL PDZ, TMR-peptide fluorescence polarization, 1 h | inhibition, % at 24.9 µM | actives 0.92% (n = 300,000) | AID 602252;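 active = mean inhibition of at least 30% with at least half of replicates also reaching 30%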;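 note: 0% = DMSO neutral control and 100% = excess unlabeled competitor peptide PRC23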
LANA DNA inh: inhibitors of KSHV LANA C-terminal domain DNA binding | inhibition, % at 9 µM | actives 0.078% (n = 340,000) | AID 504423 | MBP-C-LANA/FAM-LBS DNA binding, fluorescence polarization;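 active = highest replicate inhibition at or above 60% at 9 µM, even if other replicates fall short; inactive = all replicates below 60% inhibition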;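 note: 0% = neutral control wells and 100% = 4 µM acridine orange control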
HTR5A inv ctr: HTR5A inverse agonism, opioid heterodimer counter-screen | actives 0.083% (n = 340,000) | inhibition, % at 9.3 µM | P47898 | HTR5A cell line, luminescence; in the data active = inhibition mostly above about 23%, no sharp cut-off; inactive = mostly below about 18%;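 note: 0% = cells with DMSO and 100% = no-cell wells with DMSO; some compounds called inactive have numbers as strong as hits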
Target sequence (P47898 whole entry, looked up): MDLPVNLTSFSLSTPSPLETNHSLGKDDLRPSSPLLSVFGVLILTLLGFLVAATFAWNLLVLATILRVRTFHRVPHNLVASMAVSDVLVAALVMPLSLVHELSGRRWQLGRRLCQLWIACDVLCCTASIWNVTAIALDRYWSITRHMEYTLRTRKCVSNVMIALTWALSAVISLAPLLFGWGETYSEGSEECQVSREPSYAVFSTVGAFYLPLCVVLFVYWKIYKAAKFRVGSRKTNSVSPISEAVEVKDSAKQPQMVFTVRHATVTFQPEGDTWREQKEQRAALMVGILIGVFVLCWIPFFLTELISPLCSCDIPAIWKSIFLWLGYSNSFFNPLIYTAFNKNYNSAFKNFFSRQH
V-ATPase pHluor: alters yeast V-ATPase proton transport | S. cerevisiae, pHLuorin cytosolic pH fluorescence | response, % at 10 µM | actives 0.37% (n = 350,000); in the data active = response mostly above about 7.3%, no sharp cut-off; inactive = mostly below about 5.4%; note: actives read high; inactives centre near 0; some compounds called inactive have numbers as strong as hits; reference of the scale not given here
HTR5A ag ctr: activates human HTR5A in OPRM1-OPRD1 agonist counter-screen. P47898. HTR5A agonist assay, luminescence, cell-based. activation, % at 9.3 µM. actives 0.61% (n = 340,000). AID 504692; in the data active = activation mostly above about 9.5%, no sharp cut-off; inactive = mostly below about 7.6%;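 note: 0% = cells with vehicle only and 100% = reference agonist; strong numbers were not always called active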
Cardiac RTF inh: cardiac RTF calcium desensitization | actives 0.12% (n = 340,000) | inhibition, % at 7.15 µM | P19429+P45379 | IANBD-labeled cardiac RTF, Ca2+ fluorescence;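 active = inhibition above the mean inhibition of all tested compounds plus 3 SD, cut at about 17% in these data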;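 note: assay run at fixed EC70 calcium of 1.6 mM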
Starred values were filed as active, the others as inactive.

`CC(C)COC(=O)C(N)C(C(=O)OCC(C)C)c1ccccc1` (stereo unspecified) gave Keap1 Nrf2 FP 1.8, cardiac RTF act -5.7, MOR-DOR ag 2.1, MOR-DOR inv ag -10.5, CAL-PDZ inh HTS -2.1, LANA DNA inh 2.1, HTR5A inv ctr 8.9, V-ATPase pHluor -3.2, HTR5A ag ctr -3.6 and Cardiac RTF inh -16.1.
C[C@H]1CCC[C@]2(C)C[C@H]3OC(=O)C(CN4CCCCCC4)[C@H]3C=C12 (stereo partly specified) was read as Keap1 Nrf2 FP -3.8, cardiac RTF act -0.4, MOR-DOR ag -1.6, MOR-DOR inv ag 7.3, LANA DNA inh -1.0, HTR5A inv ctr -6.7, V-ATPase pHluor 2.7, HTR5A ag ctr 1.8 and Cardiac RTF inh -3.3.
Cc1cc(NC(=O)CCCn2cc([N+](=O)[O-])cn2)n(Cc2ccc(F)cc2)n1 was read as Keap1 Nrf2 FP -2.9, cardiac RTF act -2.5, MOR-DOR ag 0.8, MOR-DOR inv ag -3.8, CAL-PDZ inh HTS -3.7, LANA DNA inh -2.5, HTR5A inv ctr -6.2, V-ATPase pHluor 0.8, HTR5A ag ctr 2.4 and Cardiac RTF inh -2.7.
For CCC1CCc2sc(C(=O)NNC(=S)NCC3CCCO3)cc2C1 (stereo unspecified) the results were Keap1 Nrf2 FP -3.5, cardiac RTF act -2.9, MOR-DOR ag -3.4, MOR-DOR inv ag 14.5, LANA DNA inh 0.9, HTR5A inv ctr -11.9, V-ATPase pHluor 1.4, HTR5A ag ctr 4.8 and Cardiac RTF inh 2.4.
O=C(CSCc1cccc(Br)c1)NC1CC1 was read as Keap1 Nrf2 FP -1.4, cardiac RTF act 4.7, MOR-DOR ag -1.3, MOR-DOR inv ag 6.6, CAL-PDZ inh HTS -2.6, LANA DNA inh -1.8, HTR5A inv ctr -0.1, V-ATPase pHluor 1.2, HTR5A ag ctr 0.0 and Cardiac RTF inh -10.5.
`CCn1c(=O)c2ccccc2n2c(SCC(N)=O)nnc12` gave Keap1 Nrf2 FP 0.6, cardiac RTF act -1.2, MOR-DOR ag -1.6, MOR-DOR inv ag 7.8, CAL-PDZ inh HTS -4.6, LANA DNA inh 2.5, HTR5A inv ctr 8.1, V-ATPase pHluor -2.6, HTR5A ag ctr -2.2 and Cardiac RTF inh 2.1.
For Cc1ncoc1C(=O)N1CCCC(C(=O)c2cccc(C(F)(F)F)c2)C1 (stereo unspecified) the results were Keap1 Nrf2 FP 1.1, cardiac RTF act 3.9, MOR-DOR ag -2.4, MOR-DOR inv ag 12.6, CAL-PDZ inh HTS -4.0, LANA DNA inh 0.7, HTR5A inv ctr 1.4, V-ATPase pHluor -4.6, HTR5A ag ctr -3.1 and Cardiac RTF inh -9.8.
CCOc1cc(CN2CCOCC2)cc(C(C)=O)c1 was read as Keap1 Nrf2 FP -5.0, cardiac RTF act 11.7, MOR-DOR ag 0.3, MOR-DOR inv ag -1.7, CAL-PDZ inh HTS 0.5, LANA DNA inh 0.5, HTR5A inv ctr 2.8, V-ATPase pHluor 1.5, HTR5A ag ctr -0.9 and Cardiac RTF inh 0.2.
O=C(Cc1ccccc1)c1nc2ccccc2s1 was read as Keap1 Nrf2 FP -6.1, cardiac RTF act 3.1, MOR-DOR ag 0.4, MOR-DOR inv ag -2.4, CAL-PDZ inh HTS 0.8, LANA DNA inh -0.6, HTR5A inv ctr 15.2, V-ATPase pHluor -6.3, HTR5A ag ctr 0.8 and Cardiac RTF inh -7.4.
For CC(=O)c1c(C)nc(-c2ccc(Cl)cc2)nc1N the results were Keap1 Nrf2 FP -1.2, cardiac RTF act -2.8, MOR-DOR ag -2.3, MOR-DOR inv ag 10.8, CAL-PDZ inh HTS -2.8, LANA DNA inh -0.1, HTR5A inv ctr 11.1, V-ATPase pHluor 0.2, HTR5A ag ctr -1.6 and Cardiac RTF inh 2.1.
CCCCCCCCC#Cc1nc(C)ccc1OC was read as Keap1 Nrf2 FP -0.6, cardiac RTF act -4.6, MOR-DOR ag 1.9, MOR-DOR inv ag -8.7, CAL-PDZ inh HTS -4.3, LANA DNA inh 0.3, HTR5A inv ctr -10.0, V-ATPase pHluor -1.2, HTR5A ag ctr 2.6 and Cardiac RTF inh -9.0.
For Cc1ccc(Oc2ncnc(N)c2[N+](=O)[O-])cc1C the results were Keap1 Nrf2 FP -4.6, cardiac RTF act 1.4, MOR-DOR ag -2.1, MOR-DOR inv ag 10.6, CAL-PDZ inh HTS -0.5, LANA DNA inh -1.0, HTR5A inv ctr 14.5, V-ATPase pHluor -4.5, HTR5A ag ctr -5.1 and Cardiac RTF inh 1.5.
Screening c1ccc(-c2nnc(-c3ccccn3)nc2NC2CCCCC2)cc1 returned Keap1 Nrf2 FP 2.2, cardiac RTF act -4.2, MOR-DOR ag -3.8, MOR-DOR inv ag 20.4, CAL-PDZ inh HTS 2.0, LANA DNA inh 0.0, HTR5A inv ctr 1.3, V-ATPase pHluor 0.3, HTR5A ag ctr -3.1 and Cardiac RTF inh -9.7.
Screening COC(=O)c1c(NC(=O)c2cccnc2)sc(C)c1C returned Keap1 Nrf2 FP 0.0, cardiac RTF act -2.1, MOR-DOR ag 0.1, MOR-DOR inv ag -0.3, CAL-PDZ inh HTS -2.4, LANA DNA inh 0.0, HTR5A inv ctr 8.3, V-ATPase pHluor 0.2, HTR5A ag ctr 2.4 and Cardiac RTF inh -6.8.
For Cc1cc(/C=N/n2cnnc2)c(C)n1-c1cccc(C(=O)O)c1 the results were Keap1 Nrf2 FP -7.6, cardiac RTF act 8.3, MOR-DOR ag 2.0, MOR-DOR inv ag -12.5, CAL-PDZ inh HTS -1.3, LANA DNA inh 0.9, HTR5A inv ctr 12.9, V-ATPase pHluor -3.7, HTR5A ag ctr -4.9 and Cardiac RTF inh -2.5.
CS(=O)(=O)c1ccc(NC(=O)c2ccccc2-n2cnnn2)cc1 was read as Keap1 Nrf2 FP 2.3, cardiac RTF act -7.0, MOR-DOR ag 1.1, MOR-DOR inv ag -4.2, LANA DNA inh 1.0, HTR5A inv ctr -15.2, V-ATPase pHluor 1.1, HTR5A ag ctr -2.6 and Cardiac RTF inh -5.5.
Screening Cc1ccnc(NC(=O)Cc2ccc(F)cc2)n1 returned Keap1 Nrf2 FP 0.6, cardiac RTF act 1.1, MOR-DOR ag -0.1, MOR-DOR inv ag 0.3, CAL-PDZ inh HTS -2.6, LANA DNA inh 0.3, HTR5A inv ctr -11.6, V-ATPase pHluor -2.7, HTR5A ag ctr 3.7 and Cardiac RTF inh 3.9.
Screening CC(=O)c1c(O)c2cccc3c2n(c1=O)CCC3 returned Keap1 Nrf2 FP -0.9, cardiac RTF act 0.8, MOR-DOR ag -3.3, MOR-DOR inv ag 14.6, CAL-PDZ inh HTS 6.3, LANA DNA inh -1.1, HTR5A inv ctr -12.7, V-ATPase pHluor 2.1, HTR5A ag ctr 3.4 and Cardiac RTF inh 0.3.
Screening O=C(Nc1cc(Cl)ccc1-n1cncn1)c1cc(F)cc(F)c1 returned Keap1 Nrf2 FP 3.3, cardiac RTF act -2.0, MOR-DOR ag 0.3, MOR-DOR inv ag -1.6, CAL-PDZ inh HTS -2.2, LANA DNA inh -0.8, HTR5A inv ctr 4.7, V-ATPase pHluor -2.4, HTR5A ag ctr -2.8 and Cardiac RTF inh -2.0.
Screening O=C(NNc1nc(Nc2ccccc2)nc(N2CCOCC2)n1)Nc1ccc(Cl)cc1 returned Keap1 Nrf2 FP -0.5, cardiac RTF act -4.7, MOR-DOR ag -1.1, MOR-DOR inv ag 6.4, CAL-PDZ inh HTS -1.5, LANA DNA inh 0.2, HTR5A inv ctr -5.9, V-ATPase pHluor -0.8, HTR5A ag ctr 2.3 and Cardiac RTF inh -6.6.
CCC(C)C(=O)Nc1nc2ccc(S(C)(=O)=O)cc2s1 (stereo unspecified) was read as Keap1 Nrf2 FP -3.8, cardiac RTF act -1.6, MOR-DOR ag 0.3, MOR-DOR inv ag -1.5, CAL-PDZ inh HTS -0.7, LANA DNA inh 0.1, HTR5A inv ctr 0.0, V-ATPase pHluor 2.7, HTR5A ag ctr 5.8 and Cardiac RTF inh 3.6.
For Cc1ccc(-c2cc(NC(=O)CSc3n[nH]c(N)n3)n(-c3ccccc3)n2)cc1 the results were Keap1 Nrf2 FP -2.3, cardiac RTF act -2.4, MOR-DOR ag -2.0, MOR-DOR inv ag 8.4, CAL-PDZ inh HTS 2.3, LANA DNA inh -1.7, HTR5A inv ctr -20.5, V-ATPase pHluor -2.5, HTR5A ag ctr 8.2 and Cardiac RTF inh 1.9.
For O=C(C1CCN(S(=O)(=O)c2ccc(F)cc2)CC1)N1CCOCC1 the results were Keap1 Nrf2 FP 0.8, cardiac RTF act -2.0, MOR-DOR ag -1.9, MOR-DOR inv ag 10.7, CAL-PDZ inh HTS -2.5, LANA DNA inh 0.4, HTR5A inv ctr -15.7, V-ATPase pHluor 2.0, HTR5A ag ctr 6.1 and Cardiac RTF inh -3.0.
For CCOc1ccc(S(=O)(=O)N2CCC(C(=O)N3CCCCCC3)CC2)cc1Cl the results were Keap1 Nrf2 FP 6.6, cardiac RTF act -1.4, MOR-DOR ag 1.9, MOR-DOR inv ag -10.1, CAL-PDZ inh HTS 0.1, LANA DNA inh 1.9, HTR5A inv ctr -22.6, V-ATPase pHluor -2.3, HTR5A ag ctr 1.7 and Cardiac RTF inh -6.9.
Screening CC(C)C(C(=O)NCC1CCCO1)N(C(=O)CNS(=O)(=O)c1ccccc1)C1CCCCC1 (stereo unspecified) returned Keap1 Nrf2 FP 1.1, cardiac RTF act -4.1, MOR-DOR ag -2.1, MOR-DOR inv ag 11.3, CAL-PDZ inh HTS -2.6, LANA DNA inh 2.5, HTR5A inv ctr -7.4, V-ATPase pHluor 4.4, HTR5A ag ctr 2.6 and Cardiac RTF inh -4.2.
For COc1ccc(NC(=O)CSc2nc(O)cc(=O)n2C)cc1 the results were Keap1 Nrf2 FP -3.1, cardiac RTF act -0.9, MOR-DOR ag -2.7, MOR-DOR inv ag 15.9, CAL-PDZ inh HTS -2.6, LANA DNA inh -0.5, HTR5A inv ctr -18.5, V-ATPase pHluor -0.6, HTR5A ag ctr -3.0 and Cardiac RTF inh -0.6.
CC(=O)Nc1ccc(-c2csc(NNC(=O)c3ccc(C)cc3)n2)cc1 was read as Keap1 Nrf2 FP -0.9, cardiac RTF act 2.4, MOR-DOR ag -0.8, MOR-DOR inv ag 4.0, CAL-PDZ inh HTS -5.2, LANA DNA inh -2.4, HTR5A inv ctr -0.1, V-ATPase pHluor 4.0, HTR5A ag ctr 4.7 and Cardiac RTF inh -3.7.
`O=C(CN1C(=O)CSc2ccccc21)Nc1ccc2c(c1)OCCO2` gave Keap1 Nrf2 FP -0.8, cardiac RTF act 5.3, MOR-DOR ag 2.0, MOR-DOR inv ag -12.6, CAL-PDZ inh HTS 14.7, LANA DNA inh 0.9, HTR5A inv ctr -12.2, V-ATPase pHluor -1.7, HTR5A ag ctr 4.6 and Cardiac RTF inh -5.3.
Cc1cc(C(=O)NNc2ccc(C(C)C)cc2)n(C(C)(C)C)n1 was read as Keap1 Nrf2 FP 3.4, cardiac RTF act -1.3, MOR-DOR ag -5.4, MOR-DOR inv ag 27.3, CAL-PDZ inh HTS -1.2, LANA DNA inh 1.0, HTR5A inv ctr -36.7, V-ATPase pHluor 0.2, HTR5A ag ctr 0.5 and Cardiac RTF inh -2.7.
